HSP90 refold inh: HSP90 refolding inhibition in rabbit reticulocyte lysate. inhibition, % at 5.6 µM. luciferase refolding luminescence, 3 h. hit rate 0.91% among 290,000;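 active means inhibition above the screen-wide mean plus 3 SD, computed separately per campaign, cut at about 16% in these data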;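 further: 0% = DMSO wells and 100% = 60 µM geldanamycin wells; inhibitors lower the luminescence because luciferase stays unfolded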
HIF act: HIF pathway transcriptional activation. U2OS HRE-luciferase reporter, luminescence; normalized: DMSO 0%, desferrioxamine 100%. activation, % at 7.5 µM (by protocol). hit rate 0.32% among 300,000. AID 1910;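 active means mean activation of at least 10% of the iron chelator positive control signal, with at least half of replicates also reaching 10%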
GSK3 alpha inh: blocks human GSK-3 alpha kinase | P49840 | ADP-Glo luminescence, 60 min | inhibition, % at 10 µM | hit rate 0.1% among 320,000;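 in the data active means inhibition above about 50%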;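 further: GST-tagged GSK-3 alpha with peptide substrate and 25 µM ATP; 0% = DMSO neutral wells and 100% = GW8510 positive control wells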
Target sequence (P49840 whole entry, looked up): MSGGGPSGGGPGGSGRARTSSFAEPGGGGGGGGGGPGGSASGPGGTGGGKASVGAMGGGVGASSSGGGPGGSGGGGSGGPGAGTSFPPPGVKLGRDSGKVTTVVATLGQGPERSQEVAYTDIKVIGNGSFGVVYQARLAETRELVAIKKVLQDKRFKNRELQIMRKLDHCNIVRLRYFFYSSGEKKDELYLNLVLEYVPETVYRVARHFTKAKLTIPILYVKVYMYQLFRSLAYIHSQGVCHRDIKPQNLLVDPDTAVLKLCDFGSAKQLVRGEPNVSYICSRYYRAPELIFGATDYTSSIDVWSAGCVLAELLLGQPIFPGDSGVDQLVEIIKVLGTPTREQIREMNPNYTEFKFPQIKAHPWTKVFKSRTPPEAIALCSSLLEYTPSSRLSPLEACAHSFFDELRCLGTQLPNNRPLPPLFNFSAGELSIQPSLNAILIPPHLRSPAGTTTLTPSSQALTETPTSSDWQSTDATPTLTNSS
HSF1 activator: increases HSF-1 driven luciferase reporter signal. AID 504408. activation, % at 9 µM. hit rate 1.7% among 300,000. NIH3T3-HGL HSF-1 luciferase reporter, MG132, 8 h; 100% = twice DMSO control signal;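 active means mean replicate activation of at least 50% with a set share of replicates each reaching 50%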;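 further: 0% = median of the neutral control wells and 100% = twice that signal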
IEC-6 tox: counter-screen for KLF5 inhibitors: cytotoxicity in IEC-6 cells; IEC-6 cytotoxicity, luminescence viability; hit rate 0.78% among 290,000; inhibition, % at 5 µM; in the data active means inhibition above about 22%;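 further: 0% = plate median of test compound wells and 100% = cytotoxic reference compound wells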
KLF5 inhibitor: inhibitors of KLF5 expression | DLD-1 KLF5 promoter-luciferase reporter, luminescence | inhibition, % at 5 µM | hit rate 0.23% among 290,000 | AID 1700;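 active means inhibition above a per-plate limit of that plate's mean compound inhibition plus 3 SD, cut at about 60% in these data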;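 further: 0% = DMSO wells and 100% = LY294002 at 200 µM; higher means less KLF5 promoter-driven luciferase light; inactives centre near -14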
aSyn UTR inh: MLPCN primary screen, SNCA 5' untranslated region. inhibition, % (tested at 7.5 µM). hit rate 0.82% among 300,000. alpha-synuclein 5'UTR reporter, inhibitor activity. AID 1813; in the data active means inhibition above about 60%;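 further: H4 neuroglioblastoma cells stably carrying SNCA 5'UTR luciferase fusion; 0% = DMSO wells and 100% = positive control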
HSF1 inhib: HSF1 inhibition; hit rate 0.77% among 300,000; AID 2098; activity change, negative = inhibition, % at 7.5 µM (by protocol); NIH3T3-HGL HSE-luciferase, MG132-induced, luminescence 8 h; active compounds read low;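 active means more than half of replicate wells show activity change below -50%, luminescence cut by over half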;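 further: luciferase reports HSF-1 transcriptional activity via heat shock element; 0% = median of DMSO wells and -100% = zero luminescence signal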
AI-2 QS mod: Vibrio harveyi AI-2 quorum sensing modulation; Vibrio harveyi JMH597 AI-2 luminescence/OD600 ratio, 9 h; active compounds read low; strain lacks LuxN and CqsS sensors; 0 = neutral-control median; AID 2094; hit rate 0.4% among 300,000; activity change, % at 7.5 µM; in the data active means activity change below about -75%, passing the limit was not always enough;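 further: luminescence divided by OD600 gain over 9 h not by final OD600 alone; inactives centre near 13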
GSK3B inh: blocks human GSK3beta kinase activity; AID 2097; activity score (negative = inhibition), % at 10 µM; hit rate 0.038% among 300,000; GST-GSK3beta kinase, ADP-Glo luminescence, 60 min; active compounds read low; P49841;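 active means more than half of replicate wells score below -50%, meaning over 50% inhibition versus plate controls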;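 further: 0% = median DMSO wells and -100% = median GW8510 positive control wells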
Target sequence (P49841 whole entry, looked up): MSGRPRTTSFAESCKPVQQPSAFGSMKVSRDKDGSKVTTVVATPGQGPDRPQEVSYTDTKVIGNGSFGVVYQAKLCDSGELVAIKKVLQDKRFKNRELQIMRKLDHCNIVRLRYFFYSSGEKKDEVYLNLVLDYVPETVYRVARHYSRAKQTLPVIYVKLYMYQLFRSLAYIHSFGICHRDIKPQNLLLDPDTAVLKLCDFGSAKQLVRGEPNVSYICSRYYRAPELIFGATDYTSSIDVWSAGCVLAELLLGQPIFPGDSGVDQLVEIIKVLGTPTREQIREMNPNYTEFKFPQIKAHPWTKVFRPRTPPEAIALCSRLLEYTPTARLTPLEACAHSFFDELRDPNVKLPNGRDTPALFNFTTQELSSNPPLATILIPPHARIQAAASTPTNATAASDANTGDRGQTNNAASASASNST
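Test system: GST-tagged human GSK3beta kinase, cell-free; evaluation: activity score scaled between in-plate DMSO and GW8510 controls; measured by: ADP-Glo luminescence; incubation: 60 min reaction, RT; benchmarks: DMSO and 20 µM GW8510; reagent: peptide substrate plus 25 µM ATP (final); medium: Tris/MgCl2 kinase buffer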
The depositor's hits bear a star; . = not tested or not shown. The order is random; about 4.7% have a hit in one of these screens.

SMILES	HSP90 refold inh	HIF act	GSK3 alpha inh	HSF1 activator	IEC-6 tox	KLF5 inhibitor	aSyn UTR inh	HSF1 inhib	AI-2 QS mod	GSK3B inh
CCC(=O)NNc1ncnc2ccccc12	0	0.1	-1	.	8	-15	-49	.	6	1
O=C(CCC(=O)N(CC(=O)NC1CCCC1)Cc1ccccc1)Nc1nccs1	-1	-0.4	-3	-8	-5	-8	12	-4	9	-10
CC(CNC(=O)c1cccs1)c1ccc([N+](=O)[O-])cc1 (stereo not drawn)	2	-0.4	-2	8	-1	-6	8	11	21	1
O=C(CSc1nnc(-c2csc3c2CCCC3)o1)Nc1ccccc1	-2	0.1	0	16	16	-57	38	2	23	1
O=C(CN1CCN(c2ccccn2)CC1)Nc1cccc(Br)c1	3	-23	2	7	8	-11	11	-5	14	0
Cc1ccc(C)c(NC(=O)CN2C(=O)CC(C)S(=O)(=O)c3ccccc32)c1 (stereo not drawn)	-4	0.0	-9	-5	-3	-21	-24	3	-22	3
Cc1ccc(S(=O)(=O)NCCCNc2ccc([N+](=O)[O-])cc2)cc1	4	-0.5	4	19	6	-10	18	3	-60	-4
CSc1ccc(/C=C/C(=O)c2c(O)cc(C)oc2=O)cc1	0	0.5	-3	16	-4	-24	-117	5	20	6
CN1c2ccccc2C(C)(C)[C@]12C=Cc1cc(O)ccc1O2	3	1.8	1	5	7	-13	-7	4	-9	0
O=C(CSc1nc2c(c(C(F)(F)F)n1)CCc1ccccc1-2)NCc1ccc(F)cc1	0	-0.3	0	-17	0	-38	9	-10	7	0
COc1ccc2nc(C)cc(SCC(=O)N/N=C/c3ccc(O)c(O)c3)c2c1	-4	0.6	1	2	2	4	-6	-1	10	-7
CN(C)c1ccc(NC(=O)CC(NCc2ccccn2)C(=O)O)cc1 (stereo not drawn)	-1	.	0	.	3	1	9	.	20	0
O=C1N(C2CCCC2)C[C@@H]2C[C@@H](c3cn[nH]c3-c3ccc(Cl)cc3)N3CCC[C@@]123	-4	0.0	4	10	-5	-11	1	1	14	-3
COc1ccc2nc(Nc3nc(C)c(C(C)=O)s3)sc2c1	-1	1.6	5	0	-14	-171	-186	-7	9	2
O=C1C(Cl)=C(N2CCOCC2)C(=O)N1c1ccccc1F	1	0.4	2	37	0	-13	-3	13	11	-3
c1ccc(NCc2nc(-c3ccccc3)no2)cc1	4	2.2	-1	28	-3	-113	-133	7	-87*	3
CC(C)Oc1cccc(C(=O)C2CCCN(S(=O)(=O)C(C)C)C2)c1 (stereo not drawn)	-1	0.3	-2	13	-10	-22	-7	5	27	-1
CCOc1ccc2c(c1)c1nnc(SCC(=O)NC3CC3)nc1n2C	4	-0.4	0	-3	5	-15	-12	-10	12	2
COc1ccc(Br)cc1/C=C/C(=O)Nc1ccc(C)cc1	-7	1.3	0	6	-7	-18	-86	4	12	2
CC(CC(=O)Nc1ccc(Cl)c([N+](=O)[O-])c1)c1ccccc1 (stereo not drawn)	-1	-3.0	-1	-30	1	-25	6	-7	8	-1
CC(=O)Nc1ccc(Nc2cc(C)nc3c(-c4ccccc4)cnn23)cc1	2	.	0	.	-2	-3	.	.	.	.
Cc1ccccc1NC(=S)NC(=O)COc1ccccc1C	2	0.7	0	-4	6	-23	-8	1	22	0
CNc1oc(-c2ccco2)nc1C#N	-4	0.0	0	-10	-7	-9	-5	-5	24	2
Cc1ccc2[nH]c(C)c(CCNC(=O)NC3CCCCC3)c2c1	0	.	-9	.	-9	-9	.	.	5	2
Cc1nc(SCc2ccccc2C)n[nH]1	-2	0.4	2	17	-2	-29	-1	13	7	-1
CCNC(=O)COC(=O)c1[nH]c(C)c(C(=O)OC)c1C	3	2.4	-1	19	3	-36	-85	8	18	4
COCc1c(CCl)cnc(C)c1O	5	0.4	-1	-9	-1	-8	1	0	11	2
CCCOc1cccc(-c2nn(-c3ccccc3)cc2/C=C(\C#N)C(=O)NCCCn2ccnc2)c1	-4	-0.9	.	2	-4	7	5	-6	21	1
CC1=NN(c2ccccc2)C(=O)C1C(=O)C(=O)Nc1ccc(F)cc1 (stereo not drawn)	1	4.0	-1	18	0	-41	-168	17	15	0
CCN1CCN(CCOCCOc2ccccc2-c2ccccc2)CC1	9	-0.7	0	15	8	5	2	4	21	1
O=C(CCN1CCN(c2ccccc2)CC1)N/N=C/c1ccccc1OC(F)F	-1	-0.1	7	26	-1	-8	-8	-2	26	2
O=C(NCc1ccccc1)C(=O)NCC(c1ccco1)N1CCOCC1 (stereo not drawn)	-2	0.0	-2	9	-2	-29	-21	-10	-2	-1
COc1ccc(OCC(=O)Nc2nonc2NC(=O)COc2ccc(OC)cc2)cc1	4	0.0	-2	39	-3	-57	-7	5	58	5
Cc1ccc(-n2ncc3c2CCCC3NC(=O)c2csnn2)cc1C (stereo not drawn)	3	0.6	1	18	1	-17	10	6	13	1
C[N+]1(CCOc2ccc([N+](=O)[O-])cc2)CCOCC1	-2	-0.1	-7	4	0	-39	-10	-5	20	4
CC(=O)Nc1ccc(/C=C/c2nc(-c3ccccc3O)n[nH]2)cc1	-4	3.2	-2	47	0	-134	-202	26	0	-3
O=C(c1ccc(N2CCCC2=O)cc1)N1CCOCC1	-1	-0.5	-2	-11	-4	-22	5	-3	15	-1
CCCn1c(=NC(=O)c2c(-c3c(F)cccc3Cl)noc2C)c(C(=O)OCC)cc2c(=O)n3ccccc3nc21	1	23*	-1	-8	-5	-13	9	7	23	2
COc1ccc(CC(=O)NC(C)C2COc3ccccc3O2)cc1OC (stereo not drawn)	-1	-2.7	-8	3	2	-31	7	-1	18	0
COc1cc2c(cc1NS(=O)(=O)N1CCCC1)oc1ccccc12	-3	-0.1	.	7	5	-27	-33	1	7	2
NC(=S)N=Nc1c(O)[nH]c2ccc(F)cc12	2	-0.1	6	-4	6	-17	12	0	12	2
COc1ccc(C2=C/C(=C\c3cccc(OC(C)=O)c3)C(=O)O2)cc1	-3	-0.4	0	2	0	-43	-2	6	14	-8
Cc1ccc(C(=O)COC(=O)c2cnccn2)cc1C	1	0.3	.	-1	0	10	18	-1	24	3
O=[N+]([O-])c1ccc(CN2CCOCCOCCOCC2)cc1	4	-0.4	-3	22	-4	4	-9	-6	7	-3
Cc1ccc(C(O)(C(=O)NN(C(=O)c2ccccc2)c2ccccc2)c2ccc(C)cc2)cc1	0	-0.8	6	-6	-3	-4	-4	1	17	-7
Cn1c(Cn2c(=O)sc3ccccc32)nnc1SCC(=O)N1CCOCC1	-1	0.1	.	5	-1	1	-14	-2	-2	2
C=CCNC(=S)Nc1ccc(OC(F)F)c(Cl)c1	2	-0.2	-4	-9	8	-15	9	-7	12	-1
COc1ccc(S(=O)(=O)NC2CCCC2)c(Cl)c1Cl	1	0.1	-3	-4	-3	-56	10	-11	11	1
C/C(CCC1CC(C)OC1=O)=N\NC(N)=S (stereo not drawn)	1	-0.1	2	-3	0	-41	-4	-3	-11	-1
O=Cc1cn(CC(=O)N2CCCc3ccccc32)c2ccccc12	0	-0.3	-3	-2	-2	-25	18	-5	-2	-2

Following part
SMILES	HSP90 refold inh	HIF act	GSK3 alpha inh	HSF1 activator	IEC-6 tox	KLF5 inhibitor	aSyn UTR inh	HSF1 inhib	AI-2 QS mod	GSK3B inh
O=C(C[n+]1ccccc1)Nc1ccc(Cl)c([N+](=O)[O-])c1	-1	1.4	2	1	-2	-42	9	-5	21	2
O=C(OCc1cc(=O)oc2cc(O)ccc12)c1cc(S(=O)(=O)N2CCOCC2)ccc1F	.	0.6	0	12	.	.	-2	5	1	7
COc1ccc(-n2nnnc2SCC(=O)NCCc2ccc(OC)c(OC)c2)cc1	-3	-0.3	-1	7	0	6	-11	4	3	-1
COc1cccc(/C=N\NC(=O)Cn2nnc3ccccc32)c1O	-4	16*	-1	5	-16	-9	17	1	-29	-3
CCCN1CCN(CCCNC(=O)Cn2nc(-c3ccc(C)cc3)ccc2=O)CC1	-2	-0.1	0	10	2	-14	-5	-4	13	2
COc1ccccc1N(CC(=O)Nc1cccnc1)S(=O)(=O)c1ccccc1	-3	-0.7	-14	8	-1	-5	22	3	2	1
COc1ccc(S(=O)(=O)N(CC(=O)O)c2ccccc2)cc1	3	-0.1	-1	1	3	21	20	-6	42	2
CCOC(=O)C1CCCN(C(=O)CSc2ccc(NC(C)=O)cc2)C1 (stereo not drawn)	-2	0.3	4	-9	-2	2	-2	-2	12	1
CCc1c(C)nc(N)n2c(SCC(=O)Nc3ccccc3OC)nnc12	-2	-0.5	-1	24	-6	-14	33	1	30	3
O=C(OCc1cnc(Cl)s1)c1ccc(Cl)cc1	4	-0.2	-6	-52	4	5	-32	-38	26	3
Cc1ccc(SCCN2CCC(C(C)(C)C)CCC2=O)cc1 (stereo not drawn)	-2	2.1	2	22	-11	-39	-58	18	17	0
COc1ccc(CN2CCNC(=O)C2CC(=O)NCCc2nc(C)c3c(n2)CCC3)cc1C (stereo not drawn)	-2	0.1	-1	-1	-8	-41	-8	0	17	0
COC(=O)c1cc(S(=O)(=O)NCC(C)c2ccccc2)cn1C (stereo not drawn)	-6	0.0	3	13	-2	-14	-18	7	21	2
CC(=O)NS(=O)(=O)c1ccc(NC(=O)CN2C(=O)C3C4C=CC(C4)C3C2=O)cc1 (stereo not drawn)	4	0.7	-1	28	9	32	-15	2	14	-1
CC1CCCCN1C(=O)Nc1ccccc1Cl (stereo not drawn)	-2	-0.2	-1	4	0	-9	14	0	9	-1
CC(=O)c1sc(NC(=O)c2ccc(C)c(C)c2)nc1C	9	2.0	2	53*	-6	-36	-86	29	1	1
COc1ccc(Cl)cc1NC(=O)N1CCN(C2CCCCC2)CC1	-3	0.3	-3	0	-3	8	1	4	20	0
CC1=C(C(=O)OCc2ccccc2)C(c2ccccc2Cl)NC(=O)N1CCCCCC(=O)O (stereo not drawn)	-1	-0.3	1	2	5	-8	-15	-1	10	4
Cc1cc(C(=O)OCC(=O)N(C)c2ccccc2)ccc1[N+](=O)[O-]	-5	0.3	-2	13	-1	-47	-11	2	0	-2
CC(=O)c1cc2c(cc1NC(=O)CCn1cnnn1)OCO2	0	0.5	0	7	3	-19	-8	-2	13	5

Sorted by the number under HSF1 activator (largest number first): some entries from above.
compound	HSP90 refold inh	GSK3 alpha inh	HSF1 activator	KLF5 inhibitor	aSyn UTR inh	HSF1 inhib	AI-2 QS mod	GSK3B inh
CC(=O)NS(=O)(=O)c1ccc(NC(=O)CN2C(=O)C3C4C=CC(C4)C3C2=O)cc1 (stereo not drawn)	4	-1	28	32	-15	2	14	-1
COC(=O)c1cc(S(=O)(=O)NCC(C)c2ccccc2)cn1C (stereo not drawn)	-6	3	13	-14	-18	7	21	2
CC1CCCCN1C(=O)Nc1ccccc1Cl (stereo not drawn)	-2	-1	4	-9	14	0	9	-1

Limited to HIF act, for 4 of the compounds above:
| SMILES | HIF act |
| --- | --- |
| COc1ccc(Cl)cc1NC(=O)N1CCN(C2CCCCC2)CC1 | 0.3 |
| O=C(OCc1cc(=O)oc2cc(O)ccc12)c1cc(S(=O)(=O)N2CCOCC2)ccc1F | 0.6 |
| COc1ccc(C2=C/C(=C\c3cccc(OC(C)=O)c3)C(=O)O2)cc1 | -0.4 |
| CSc1ccc(/C=C/C(=O)c2c(O)cc(C)oc2=O)cc1 | 0.5 |

High-throughput results deposited in PubChem by several laboratories.
